Assay outcomes as filed in PubChem.
PP5 inh – PP5 phosphatase inhibitors, primary screen, biochemical, fluorescence; AID 1987, 2009; 320,000 tested, 0.18% active; Serine/threonine-protein phosphatase 5 (Homo sapiens), P53041; purified PP5c, OMFP substrate fluorescence; inhibition, % at 6.7 µM;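 active means inhibition above the campaign's mean inhibition across all tested compounds plus 3 SD, cut at about 9.5% in these data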;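 further: 0% = DMSO only and 100% = 100 µM cantharidin control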
Target sequence (P53041 whole entry, looked up): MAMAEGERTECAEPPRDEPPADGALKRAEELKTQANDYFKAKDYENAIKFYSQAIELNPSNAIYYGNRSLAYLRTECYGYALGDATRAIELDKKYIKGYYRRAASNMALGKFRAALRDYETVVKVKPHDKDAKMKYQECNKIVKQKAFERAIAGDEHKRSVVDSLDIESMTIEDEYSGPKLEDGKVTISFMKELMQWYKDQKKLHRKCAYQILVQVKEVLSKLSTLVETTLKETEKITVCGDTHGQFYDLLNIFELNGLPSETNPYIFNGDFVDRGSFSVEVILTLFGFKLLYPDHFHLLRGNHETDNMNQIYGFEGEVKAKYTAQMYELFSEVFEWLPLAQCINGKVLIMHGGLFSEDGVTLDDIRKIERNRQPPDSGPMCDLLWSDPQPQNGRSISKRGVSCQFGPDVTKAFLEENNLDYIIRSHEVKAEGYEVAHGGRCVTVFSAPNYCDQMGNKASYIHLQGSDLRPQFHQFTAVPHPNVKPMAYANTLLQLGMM
HCV core dimer – inhibitors of HCV core protein dimerization, primary screen, biochemical, TR-FRET, high-throughput. AID 1899, 2009. inhibition, % at 5 µM. TR-FRET GST/Flag-core106 dimerization, 1536-well. 300,000 tested, 0.33% active;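 active means inhibition above the mean of all tested compounds plus 3 SD, set per screening campaign, cut at about 45% in these data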
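Assay system: GST-tagged and Flag-tagged HCV core protein residues 1-106 / Times: compound-protein-antibody incubation 4 h at 22.5 °C / Signal: time-resolved FRET, ex 340 nm, em 617 and 671 nm / Evaluation: % inhibition based on acceptor/donor emission ratio / Benchmarks: wells lacking GST-core106 and wells with excess unlabelled core106 / Repeats: singlicate, one well per compound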
proCasp3 act – activators of human procaspase-3 D3A mutant, primary screen, biochemical, absorbance, PC-3 D3A mutant, single concentration. activation, % at 8.5 µM. 330,000 tested, 0.11% active. recombinant procaspase-3 D3A, Ac-DEVD-pNA absorbance 405 nm. Caspase-3 (Homo sapiens), P42574;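 active means activation above the mean of all tested compounds plus 3 SD, cut at about 21% in these data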;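 further: 0% = DMSO alone and 100% = DMSO wells spiked with extra 5 µM PC-3 D3A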
Target sequence (P42574 whole entry D9A/D28A/D175A): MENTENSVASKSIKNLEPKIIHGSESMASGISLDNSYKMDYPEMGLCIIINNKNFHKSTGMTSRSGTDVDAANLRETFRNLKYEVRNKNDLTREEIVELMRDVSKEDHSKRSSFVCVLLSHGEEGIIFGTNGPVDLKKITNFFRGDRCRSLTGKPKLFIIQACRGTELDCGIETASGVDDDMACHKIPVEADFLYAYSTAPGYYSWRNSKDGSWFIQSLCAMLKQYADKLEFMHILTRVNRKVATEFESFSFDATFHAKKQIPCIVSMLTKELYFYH
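Test system: Procaspase-3 D3A mutant, all three cleavage aspartates alanine | Dosing: Single dose, 8.5 µM nominal compound, 0.8% DMSO | Schedule: 1 h preincubation, 2 h reaction | Technique: 405 nm absorbance of p-nitroaniline, reads at 0 and 120 min | Repeats: One well per compound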
AHR activator – AHR activators, primary screen, cell-based, luminescence, luciferase reporter, human; AHR-responsive luciferase reporter cells; 320,000 tested, 2.5% active; activation, % at 5 µM; Aryl hydrocarbon receptor (Homo sapiens), P35869; AID 2796, 2010; in the data active means activation above about 47%;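 further: 0% = vehicle wells and 100% = reference agonist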
PP1 inh – PP1-alpha phosphatase inhibitors, primary screen, counter-screen for PP5 inhibitor project, biochemical, fluorescence, OMFP substrate, single point | Serine/threonine-protein phosphatase PP1-alpha catalytic subunit (Homo sapiens), P62136 | purified PP1alpha | inhibition, % at 6.7 µM | 320,000 tested, 0.9% active | AID 2235, 2010;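 active means inhibition above the mean inhibition of all tested compounds plus 3 SD, computed separately for each screening campaign, cut at about 15% in these data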
Target sequence (P62136 whole entry, looked up): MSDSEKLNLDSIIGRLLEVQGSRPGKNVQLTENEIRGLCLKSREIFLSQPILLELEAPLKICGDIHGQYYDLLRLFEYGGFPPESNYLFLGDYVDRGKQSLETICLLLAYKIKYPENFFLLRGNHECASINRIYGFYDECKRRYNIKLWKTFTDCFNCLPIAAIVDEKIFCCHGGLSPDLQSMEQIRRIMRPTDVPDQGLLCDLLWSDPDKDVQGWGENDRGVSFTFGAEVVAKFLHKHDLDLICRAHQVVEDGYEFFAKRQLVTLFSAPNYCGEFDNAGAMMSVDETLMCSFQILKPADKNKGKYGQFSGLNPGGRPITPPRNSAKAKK
TPT1 inh – Candida albicans TPT1 enzyme inhibitors, primary screen, biochemical, fluorescence polarization; 300,000 tested, 0.81% active; AID 1962, 2009; inhibition, % at 5 µM; tRNA 2'-phosphotransferase TPT1 (Candida albicans SC5314); recombinant caTPT1, FP RNA substrate dephosphorylation;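 active means inhibition above the mean of all tested compounds plus 3 SD, set per screening campaign, cut at about 24% in these data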;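 further: plate controls were DMSO alone for no effect and ferristatin control at 100 nM for full effect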
PAFAH2 FP inh – PAFAH2 enzyme inhibitors, primary screen, biochemical, fluorescence polarization, human. Platelet-activating factor acetylhydrolase 2, cytoplasmic (Homo sapiens), Q99487. recombinant PAFAH2, FP-rhodamine activity probe. inhibition, % at 3.39 µM. 340,000 tested, 0.99% active. AID 492956, 2010;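 active means inhibition above the mean over all tested compounds plus 3 SD, cut at about 30% in these data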;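 further: inhibitors block probe labeling of enzyme so polarization drops; 0% = enzyme with DMSO and 100% = wells lacking PAFAH2 protein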
CTSL1 counter – Fasciola hepatica cathepsin L1 inhibitors, primary screen, counter-screen for PFM18AAP inhibitor project, biochemical, QFRET, fluorogenic peptide substrate; recombinant F. hepatica cathepsin L1, Z-Leu-Arg-MCA fluorescence; inhibition, % at 5.96 µM; 300,000 tested, 0.49% active;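 active means inhibition above the mean of all tested compounds plus 3 SD, set per screening campaign, cut at about 17% in these data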;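 further: 0% = plate median of test compound wells and 100% = 1 µM Z-Phe-Ala-diazomethylketone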
procasp7 counter – procaspase-7 activators, primary screen, counter-screen for procaspase-3 activator project, biochemical, absorbance, HTS, human; Caspase-7 (Homo sapiens), P55210; recombinant procaspase-7, Ac-DEVD-pNA absorbance 405 nm; D23A/D198A/D206A triple mutant, cannot self-cleave; scale: DMSO 0, 5 µM enzyme 100; activation, % at 8.5 µM; 330,000 tested, 0.093% active;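 active means percent activation above the screen-wide mean plus 3 SD, cut at about 25% in these data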
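System: Procaspase-7 triple mutant (PC-7 D3A); measure: % activation from two-timepoint absorbance difference, scaled to controls; times: 1 h compound preincubation, 2 h substrate cleavage, 25 °C; also added: Ac-DEVD-pNA substrate, 400 µM as added; measured by: Epi-absorbance of released pNA at 405 nm, two timepoints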
Numbers without * were called inactive; / = not tested or not shown.

SMILES	PP5 inh	HCV core dimer	proCasp3 act	AHR activator	PP1 inh	TPT1 inh	PAFAH2 FP inh	CTSL1 counter	procasp7 counter
O=C(NCc1cccc(Cl)c1)NC(=O)c1csc([N+](=O)[O-])c1	1.2	2	4	1	-4	-2	1	-2	6
O=C(Nc1c(C(=O)O)[nH]c2ccccc12)c1cccc(C(F)(F)F)c1	0.4	-2	0	13	1	0	3	5	-5
CCCCc1nc2cc(Cl)ccc2o1	0.4	2	6	0	1	-1	4	2	11
COc1ccc(N/C=C2\CCOC2=O)cc1	0.6	-11	2	-1	-7	7	-5	2	-5
Cc1ccc2c(CN3CCCCC3)cc(=O)oc2c1C	-0.4	-8	4	0	0	-5	-1	8	4
Cn1c(=O)c2c(ncn2CC(=O)OCC(=O)Nc2cc(Cl)ccc2Cl)n(C)c1=O	3.0	-4	1	0	-3	-4	-6	1	-6
CCOc1ccc2nc(NC(=O)CSc3nnnn3C3CCCCC3)sc2c1	0.7	4	2	6	9	1	-18	12	-1
CCOC(=O)[C@@H]1[C@H]2COc3ccc(Br)cc3[C@H]2N2C(=O)N(c3ccc(C)cc3)C(=O)[C@@]12C	/	/	3	0	/	/	11	/	2
FC(F)Oc1ccc(NC(=S)NCc2ccccc2)cc1	3.9	-4	-9	3	-1	-3	0	-4	4
CSc1sc(C(=O)N2CCc3ccccc32)cc1S(=O)(=O)C(C)C	3.1	-18	-5	-2	1	4	1	2	-2
Cc1ccc(OCC(O)Cn2nc(C)cc2C)cc1 (stereo not given)	1.7	-1	3	0	0	-1	0	-2	10
CCOc1ncccc1C(=O)OCC(=O)c1ccc[nH]1	-4.5	8	2	1	-2	1	8	2	2
Cc1cccc(/C=C2\CS/C(=C\c3cccc(C)c3)C2=O)c1	1.8	12	6	-3	4	17	-8	1	-7
COc1ccc(-n2cnnc2SCC(=O)NCc2cccs2)cc1	0.8	13	2	-1	-4	1	-2	0	11
O=S(=O)(NCc1csc(-c2ccccc2)n1)c1ccc(Cl)s1	2.3	2	1	1	5	1	-4	6	4
COc1ccc(OC)c(Nc2nc(-c3ccccc3O)nc3ccccc23)c1	1.6	5	1	4	-1	3	3	1	9
Clc1ccc(CSc2nnc(-c3ccc4c(c3)OCO4)o2)cc1	2.3	1	3	47	2	-3	8	-4	17
CCOc1ccc(S(=O)(=O)N(C)C)cc1-c1nc2c(C(C)(C)C)nn(C)c2c(=O)[nH]1	2.1	2	9	6	2	0	-10	-1	6
COc1ccc(NC(=O)C2=CC=CN3CCS(=O)(=O)N=C23)c(OC)c1	/	/	-5	7	/	/	4	/	-12
O=C(Nc1cccc(OC(=O)c2ccc(Br)o2)c1)c1ccccc1	-0.1	6	-3	-3	-2	0	5	-6	12
Cn1c(SCC(=O)NNC(=O)c2ccccc2O)nnc1-c1ccccc1	-1.1	1	4	9	-5	-3	6	-1	7
Cc1cccc2[nH]c(CN(C)Cc3nc(CC4CC4)no3)nc12	-0.5	-5	-11	5	3	0	-5	1	0
CCCCN(C(=O)CSc1cc(C)c2ccc(OC)cc2n1)c1c(N)n(Cc2ccccc2)c(=O)[nH]c1=O	1.0	5	-8	4	2	-2	-5	1	-10
Cn1c(=O)n(C)c2cc(/C=C3/NC(=O)N(Cc4ccccc4)C3=O)ccc21	4.3	-2	2	16	-3	1	-9	6	11
COc1ccc(OC)c(S(=O)(=O)NC2CC(=O)N(c3cccc(F)c3)C2)c1 (stereo not given)	1.8	-4	-8	-2	3	-2	2	0	14
Cc1ccc(NC(=O)C2C3CCCC2C3c2ccccc2)cc1C (stereo not given)	-1.0	2	4	0	-2	-4	1	3	1
CC(=O)Nc1ccc(NC(=O)c2cc(-c3ccc(C)cc3O)n[nH]2)cc1	-1.1	10	0	12	-3	-1	1	-1	8
CCC(=O)Nc1ccc(C(=O)NNC(=O)c2cc(OC)c(OC)c(OC)c2)cc1	-3.2	-5	0	1	4	-4	5	1	6
COc1ccc2ccccc2c1/C=N/NC(=O)c1ccc(C)nc1	2.5	-3	-9	14	-2	-3	2	-2	-5
COc1ccc(OCC(=O)NCC(c2ccc(OC)cc2)N2CCCCC2)cc1 (stereo not given)	-0.6	8	-3	0	-2	-2	-4	1	-5
COc1nc(Cc2ccc(Cl)cc2)nc2ccccc12	2.7	10	8	1	-1	-1	2	-1	-7
CC(Oc1ccc2c3c(c(=O)oc2c1)CCC3)C(=O)NCC1CCC(C(=O)O)CC1 (stereo not given)	-1.0	1	2	5	-2	-5	-1	-2	6
COc1ccccc1NC(=S)N(C(C)C)C(C)c1ccccn1 (stereo not given)	-0.8	0	5	1	-1	4	1	1	4
C/C=C/c1ccc(OC(C)=O)c(OC)c1	-0.5	-3	1	8	0	-1	0	-5	-2
CNc1nc(C)cc(C)c1S(=O)(=O)c1ccc(C)cc1	1.2	0	0	1	-1	5	6	2	4
O=C(NCC1CCCO1)C1CCN(C(=O)c2ccc(Br)cc2)CC1 (stereo not given)	4.0	-13	4	0	0	-1	0	4	-1

Some of the entries above, set out differently:
Results follow in this order: PP5 inh	HCV core dimer	proCasp3 act	AHR activator	PP1 inh	TPT1 inh	PAFAH2 FP inh	CTSL1 counter	procasp7 counter
COc1ccccc1NC(=S)N(C(C)C)C(C)c1ccccn1 (stereo not given)
    -0.8	0	5	1	-1	4	1	1	4
CC(Oc1ccc2c3c(c(=O)oc2c1)CCC3)C(=O)NCC1CCC(C(=O)O)CC1 (stereo not given)
    -1.0	1	2	5	-2	-5	-1	-2	6

Next part
SMILES	PP5 inh	HCV core dimer	proCasp3 act	AHR activator	PP1 inh	TPT1 inh	PAFAH2 FP inh	CTSL1 counter	procasp7 counter
O=C(Nc1cccn2ncnc12)c1ccc(Cl)cc1Cl	-0.1	-1	1	3	2	2	3	-1	-11
CCC(=O)NCC(c1cccs1)N1CCOCC1 (stereo not given)	-1.9	0	1	0	-4	1	1	0	-2
COc1ccc(NC(=O)CN(C)C(=O)CCCN2C(=O)c3cccc4cccc(c34)C2=O)cc1	2.8	-3	-6	-8	-4	0	7	3	-5
CCCOc1ccc(/C=N/O)cc1	0.5	-1	-1	-1	-1	-3	-1	0	-12
OCCN1CCN(CC/C=C2/c3ccccc3Sc3ccc(C(F)(F)F)cc32)CC1	3.3	-20	-3	-1	6	-4	-6	3	-3
COc1cccc(OCc2cc(C(=O)N(Cc3nccn3C)C(C)C)no2)c1	2.6	-3	3	1	1	0	-1	0	7
COc1ccccc1NC(=O)c1ccccc1S(=O)(=O)c1ccc([N+](=O)[O-])cc1	-0.7	6	-9	-1	-2	1	4	1	1
Cn1c(=O)c2c(nc(N/N=C/c3cccs3)n2Cc2ccc(Br)cc2)n(C)c1=O	-2.2	9	-3	4	1	-2	-11	8	8
O=[N+]([O-])c1cnn(-c2nc(-c3ccco3)cc(C(F)(F)F)n2)c1	-2.5	2	6	0	-7	3	-4	-1	0
CC1Cn2c(nnc2-c2ccc(F)cc2)S1 (stereo not given)	-0.9	-4	12	1	-5	-3	3	-1	4
CC(=O)N/C(=C/c1ccc([N+](=O)[O-])cc1)C(=O)O	-0.9	-4	-7	6	-3	0	7	4	-10
Cc1ccccc1-c1nc(CS(=O)CC(=O)NCc2ccc3c(c2)OCO3)c(C)o1 (stereo not given)	-0.6	6	8	9	0	-1	0	-5	-1
CCCCOc1ccc(S(=O)(=O)N2CCCCCC2)cc1	2.9	-1	-1	2	-3	-2	-1	-6	-4
O=C(CN1C(=O)c2ccccc2S1(=O)=O)NCCSc1ccccc1	-0.5	-3	0	0	1	-1	-5	1	2
O=C(OCC(=O)N1CCCc2ccccc21)c1ccccc1[N+](=O)[O-]	1.1	-1	0	5	-5	2	8	0	-7
Cc1nc(SCC(=O)N2CCC(C(N)=O)CC2)n[nH]1	0.4	7	8	2	-2	4	4	-6	4
COc1ccc(-c2nc3cc(C)ccn3c2NC(=O)c2ccccc2OC)cc1	-0.9	6	11	53*	0	1	0	5	-1
COc1cc2c(cc1OC)CN(C(=O)C(C)(C)C)CC2	1.8	5	6	0	-3	0	-1	-1	0
Cc1cc(OC(C)C(=O)NNC(=O)Nc2ccc(F)cc2F)cc(C)c1Cl (stereo not given)	2.6	-4	14	8	0	0	4	-1	4
CCN(CC)c1ccc(S(=O)(=O)N2CCOCC2)cc1NC(=O)CNCc1ccccc1	0.5	0	5	1	3	5	0	-2	-13
Cc1cc(OCCCN2CCCC2)ccc1Cl	1.1	2	9	0	1	-2	1	2	8
Nc1nn(S(=O)(=O)c2ccccc2)cc1-c1ccc([N+](=O)[O-])cc1	0.8	4	1	11	3	-3	-1	0	-6
COC(=O)Nc1c(-c2ccccc2)nc2ccccn12	3.5	-2	0	1	0	-2	6	4	2
C/C(=N\NC(=O)C1COc2ccccc2O1)c1ccccn1 (stereo not given)	1.1	-1	0	7	1	-2	-4	5	-3

Of the compounds above, these have a CF3 group:
SMILES	PP5 inh	HCV core dimer	proCasp3 act	AHR activator	PP1 inh	TPT1 inh	PAFAH2 FP inh	CTSL1 counter	procasp7 counter
O=C(Nc1c(C(=O)O)[nH]c2ccccc12)c1cccc(C(F)(F)F)c1	0.4	-2	0	13	1	0	3	5	-5
OCCN1CCN(CC/C=C2/c3ccccc3Sc3ccc(C(F)(F)F)cc32)CC1	3.3	-20	-3	-1	6	-4	-6	3	-3
O=[N+]([O-])c1cnn(-c2nc(-c3ccco3)cc(C(F)(F)F)n2)c1	-2.5	2	6	0	-7	3	-4	-1	0

Continuation:
SMILES	PP5 inh	HCV core dimer	proCasp3 act	AHR activator	PP1 inh	TPT1 inh	PAFAH2 FP inh	CTSL1 counter	procasp7 counter
COc1ccc(C(=O)Nc2ccc(C3=NNC(=O)CC3C)cc2NC(=O)c2ccc(OC)cc2)cc1 (stereo not given)	1.3	5	9	1	-1	-3	-7	4	-3
Cc1nc(SCC(=O)Nc2ccc(F)cc2)c(C#N)c(C)c1CC(=O)c1ccc(Br)cc1	0.1	-7	9	1	-1	-2	3	-1	5
O=C(COC(=O)c1ccc(Cl)nc1)Nc1ccc2c(c1)OCO2	-2.8	3	3	4	-2	0	53*	4	1
CCCCC1=CC2=CC(=O)C(C)(OC(=O)CC)C(=O)C2=CN1CC(C)C (stereo not given)	5.1	-8	8	7	4	-11	-2	-2	-2
CC(NC(=O)/C(=C/c1ccc2c(c1)OCO2)NC(=O)c1cccc([N+](=O)[O-])c1)C(=O)O (stereo not given)	4.9	-11	0	2	-5	3	-4	-1	-1
CC(=O)Nc1ccccc1C(=O)C(=O)Nc1cccc(Br)c1	-0.2	3	-1	5	-3	-1	10	-2	3
